Source: PubChem
GASC1 inh = inhibitors of human demethylase GASC-1 KDM4C | GST-KDM4C 2-372, H3K9me3 peptide, LANCE TR-FRET | inhibition, % at 12.5 µM | AID 720574 | actives 0.15% (n = 96,000) | Q9H3R0;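 active = mean replicate inhibition above about 25%, with at least 55% of replicates also reaching it, limit read from the data, passing the limit was not always enough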
Target sequence (Q9H3R0 2-372 limits assumed): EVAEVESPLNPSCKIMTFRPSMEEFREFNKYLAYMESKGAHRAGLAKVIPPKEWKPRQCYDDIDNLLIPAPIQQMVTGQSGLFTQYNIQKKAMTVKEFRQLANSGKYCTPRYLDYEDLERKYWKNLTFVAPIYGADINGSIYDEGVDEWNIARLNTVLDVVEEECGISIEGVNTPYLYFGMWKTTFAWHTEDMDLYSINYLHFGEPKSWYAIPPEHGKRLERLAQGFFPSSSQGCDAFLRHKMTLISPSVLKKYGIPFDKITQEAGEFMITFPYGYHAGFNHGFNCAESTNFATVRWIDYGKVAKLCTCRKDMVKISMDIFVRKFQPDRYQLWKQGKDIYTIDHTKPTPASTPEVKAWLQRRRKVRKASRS
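Material: GST-tagged GASC-1 (JMJD2C) catalytic fragment, aa 2-372 / Quantity: enzyme final amount 10 nM / Medium: HEPES buffer, pH 7.5, plus ascorbate / Doses: one test concentration per compound / Incubation: 30 min reaction, 60 min detection, RT / Measured by: LANCE TR-FRET / Read-out: inhibition from TR-FRET ratio decrease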
Pf Dd2 growth = inhibitors of Plasmodium falciparum Dd2 growth; P. falciparum Dd2 growth, SYBR Green, 72 h; active compounds read low; activity change, % at 10 µM; actives 2.3% (n = 94,000); in the data active = activity change below about -80%
Tcruzi prolif = blocks T. cruzi growth in NIH3T3 culture | T. cruzi beta-gal in NIH3T3, GalScreen luminescence, 90 h | inhibition, % at 8.34 µM | actives 5.9% (n = 77,000) | AID 624255;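 active = mean inhibition above about 93%, with at least 55% of replicates each passing it, limit read from the data, passing the limit was not always enough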
C diff growth = blocks growth of Clostridium difficile | Clostridium difficile clinical isolate growth, OD600, 24 h; active compounds read low | growth activity, negative = inhibition, % at 16 µg/mL (by protocol) | actives 0.25% (n = 86,000) | AID 1259249;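 active = mean growth activity at or below -80% and every replicate also at or below -80%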;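 note: 0% = DMSO wells and -100% = levofloxacin 16 µg/mL wells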
Numbers without * were called inactive; . = no result given; & = joins results of further samples.

SMILES	GASC1 inh	Pf Dd2 growth	Tcruzi prolif	C diff growth
C[C@@H]1CCCCO[C@@H](CN(C)C(=O)Nc2cccc3ccccc23)[C@H](C)CN([C@H](C)CO)C(=O)c2cc(NC(=O)Nc3ccc4c(c3)OCO4)ccc2O1	-1.2	-90*	86	9
C[C@@H]1CN([C@H](C)CO)C(=O)c2cccc(NC(=O)c3nc4ccccc4s3)c2O[C@H]1CN(C)C(=O)Nc1ccccc1	-1.1	-66	25	-7
C[C@H]1CN([C@@H](C)CO)C(=O)Cc2cc(NC(=O)Nc3ccc(C(F)(F)F)cc3)ccc2O[C@@H]1CN(C)Cc1ccc(C(=O)Nc2ccccc2N)cc1	-1.9	-72	41	4
C[C@H](CO)N1C[C@H](C)[C@H](CN(C)C(=O)c2ccccc2)OCCCC[C@H](C)Oc2ccc(NS(=O)(=O)c3ccc(Cl)cc3)cc2C1=O	1.3	32	101*	-8
C[C@H]1CN([C@@H](C)CO)C(=O)c2cccc(NC(=O)c3nc4ccccc4s3)c2O[C@@H]1CN(C)Cc1ccncc1	1.2	-24	.	30
C[C@@H]1CN([C@H](C)CO)C(=O)c2cc(NC(=O)CCCN(C)C)ccc2O[C@@H](C)CCCCO[C@@H]1CN(C)Cc1ccc2c(c1)OCO2	3.3	-49	5	0
C[C@@H]1CN([C@@H](C)CO)C(=O)c2cc(NS(=O)(=O)c3ccc(Cl)cc3)ccc2O[C@H]1CN(C)Cc1ccc(-c2ccccc2)cc1	1.3	19	109*	11
CC(C)NC(=O)N(C)C[C@H]1Oc2ccc(NS(=O)(=O)c3ccc(F)cc3)cc2CC(=O)N([C@@H](C)CO)C[C@@H]1C	0.7	22	97	6
COc1ccc(NC(=O)Nc2ccc3c(c2)C(=O)N([C@@H](C)CO)C[C@H](C)[C@H](CN(C)C(=O)CCC(F)(F)F)OCCCC[C@@H](C)O3)cc1	0.3	-10	36	-3
CC(C)NC(=O)N1Cc2cc(C(=O)NCC(F)(F)F)nc(-c3cccc(-c4cc5ccccc5o4)c3)c2[C@@H]1CCO	7.2	-54	.	-1
O=C(C[C@@H]1C=C[C@@H](NC(=O)Cc2cccnc2)[C@@H](CO)O1)Nc1ccccc1	0.8	13	-7	.
Cc1ccccc1S(=O)(=O)NCC[C@@H]1CC[C@H](NC(=O)C2CCCC2)[C@H](CO)O1	0.8	4	.	-2
Cc1cccc(S(=O)(=O)N2C[C@@H]3[C@H](c4ccccc42)[C@@H](CO)N3C(=O)c2ccccc2)c1	0.3	-6	61	5
CN1c2ccc(-c3cccc(C#N)c3)cc2[C@@H]2[C@@H](CCN2S(=O)(=O)c2ccccc2)[C@@H]1CO	-3.8	-4	116*	9
O=C(C1CCCCC1)N1CC2(C1)[C@H](c1ccccc1)[C@@H](CO)N2CCC(F)(F)F	-0.9	4	.	0
Cn1cnc(S(=O)(=O)N[C@@H]2CC[C@H](CC(=O)Nc3ccccc3)O[C@H]2CO)c1	-0.1	.	.	-2
O=C(Cc1cccnc1)N1CC2(C1)[C@H](c1ccccc1)[C@H](CO)N2C(=O)C1CCCCC1	-1.5	-2	.	-7
O=C(c1cccnc1)N1CCCCN2[C@H](CO)[C@H](c3ccc(C#Cc4ccccc4)cc3)[C@H]2C1	.	3	92	1
C[C@@H]1CCCCO[C@H](CN(C)S(=O)(=O)c2cccs2)[C@@H](C)CN([C@H](C)CO)C(=O)c2cc(NC(=O)CCC(F)(F)F)ccc2O1	-2.5	-22	-2	2
CCNC(=O)[C@H]1[C@H](CO)[C@H]2Cn3c(ccc(-c4ccccc4)c3=O)[C@H]2N1Cc1cc(F)ccc1F	1.5	-16	66	2

14 structures out of the list, arranged by molecular weight, low to high.
SMILES	GASC1 inh	Pf Dd2 growth	Tcruzi prolif	C diff growth
Cn1cnc(S(=O)(=O)N[C@@H]2CC[C@H](CC(=O)Nc3ccccc3)O[C@H]2CO)c1	-0.1	.	.	-2
Cc1ccccc1S(=O)(=O)NCC[C@@H]1CC[C@H](NC(=O)C2CCCC2)[C@H](CO)O1	0.8	4	.	-2
O=C(Cc1cccnc1)N1CC2(C1)[C@H](c1ccccc1)[C@H](CO)N2C(=O)C1CCCCC1	-1.5	-2	.	-7
Cc1cccc(S(=O)(=O)N2C[C@@H]3[C@H](c4ccccc42)[C@@H](CO)N3C(=O)c2ccccc2)c1	0.3	-6	61	5
O=C(c1cccnc1)N1CCCCN2[C@H](CO)[C@H](c3ccc(C#Cc4ccccc4)cc3)[C@H]2C1	.	3	92	1
CN1c2ccc(-c3cccc(C#N)c3)cc2[C@@H]2[C@@H](CCN2S(=O)(=O)c2ccccc2)[C@@H]1CO	-3.8	-4	116*	9
C[C@H]1CN([C@@H](C)CO)C(=O)c2cccc(NC(=O)c3nc4ccccc4s3)c2O[C@@H]1CN(C)Cc1ccncc1	1.2	-24	.	30
CC(C)NC(=O)N(C)C[C@H]1Oc2ccc(NS(=O)(=O)c3ccc(F)cc3)cc2CC(=O)N([C@@H](C)CO)C[C@@H]1C	0.7	22	97	6
C[C@@H]1CN([C@@H](C)CO)C(=O)c2cc(NS(=O)(=O)c3ccc(Cl)cc3)ccc2O[C@H]1CN(C)Cc1ccc(-c2ccccc2)cc1	1.3	19	109*	11
C[C@@H]1CN([C@H](C)CO)C(=O)c2cc(NC(=O)CCCN(C)C)ccc2O[C@@H](C)CCCCO[C@@H]1CN(C)Cc1ccc2c(c1)OCO2	3.3	-49	5	0
C[C@@H]1CCCCO[C@H](CN(C)S(=O)(=O)c2cccs2)[C@@H](C)CN([C@H](C)CO)C(=O)c2cc(NC(=O)CCC(F)(F)F)ccc2O1	-2.5	-22	-2	2
COc1ccc(NC(=O)Nc2ccc3c(c2)C(=O)N([C@@H](C)CO)C[C@H](C)[C@H](CN(C)C(=O)CCC(F)(F)F)OCCCC[C@@H](C)O3)cc1	0.3	-10	36	-3
C[C@H]1CN([C@@H](C)CO)C(=O)Cc2cc(NC(=O)Nc3ccc(C(F)(F)F)cc3)ccc2O[C@@H]1CN(C)Cc1ccc(C(=O)Nc2ccccc2N)cc1	-1.9	-72	41	4
C[C@@H]1CCCCO[C@@H](CN(C)C(=O)Nc2cccc3ccccc23)[C@H](C)CN([C@H](C)CO)C(=O)c2cc(NC(=O)Nc3ccc4c(c3)OCO4)ccc2O1	-1.2	-90*	86	9

(listing goes on)
SMILES	GASC1 inh	Pf Dd2 growth	Tcruzi prolif	C diff growth
O=C(C[C@@H]1CC[C@H](NC(=O)C2CCOCC2)[C@H](CO)O1)Nc1nccs1	2.1	-5	-74	.
Cc1cccc(S(=O)(=O)N2CCCCN3[C@H](C2)[C@H](c2ccc(-c4ccccc4)cc2)[C@@H]3CO)c1	.	-50	93	1
CO[C@@H]1CN(C)C(=O)c2ccc(NC(=O)C3CCOCC3)cc2OC[C@H](C)N(C(=O)c2ccccc2)C[C@H]1C	-0.6	4	9	.
CC(C)CC#Cc1cnc2c(c1)C(=O)N([C@@H](C)CO)C[C@@H](C)[C@@H](CN(C)C(=O)c1ccccc1F)O2	0.5	31	28	4
C[C@H]1CN([C@@H](C)CO)C(=O)c2cc(C3=CCCC3)cnc2O[C@H]1CN(C)C	3.2	33	39	3
O=C(NC1CCCCC1)N1CC(=O)N2[C@@H](CO)[C@@H](c3ccc(-c4ccccc4)cc3)[C@@H]2C1	-0.7	-21	.	-6
COc1ccccc1CNC(=O)C[C@H]1CC[C@@H]2[C@H](COC[C@@H](O)CN2Cc2ccc3c(c2)OCO3)O1	0.0	-5	62	1&1
CC=Cc1ccc2n(c1=O)C[C@H]1[C@H](CO)[C@@H](C(=O)NC3CCC3)N(Cc3ccncc3)[C@@H]21 (mixture of isomers)	12	22	.	0
CCCN1[C@@H]2Cn3c(ccc(-c4ccc(F)cc4)c3=O)[C@H]1[C@@H](C(=O)NCC)[C@@H]2CO	-0.8	47	.	-6
C[C@H](NC(=O)C[C@H]1CC[C@H](NS(=O)(=O)c2cccc(F)c2)[C@H](CO)O1)c1ccccc1	-0.9	14	-43	3
COc1ccc2c3c(n(C)c2c1)[C@H](CO)N(Cc1cccnc1)CC31CCN(Cc2cccnc2)CC1	1.7	-78	.	3
CCCNC(=O)N1C[C@@H]2[C@H](c3ccccc31)[C@H](CO)N2C(=O)Nc1ccc(F)cc1	1.8	-15	-16	17
COc1ccc(NC(=O)Nc2ccc3c(c2)C(=O)N([C@@H](C)CO)C[C@@H](C)[C@@H](CN(C)C(=O)Cc2ccccc2)OCCCC[C@@H](C)O3)cc1	-0.8	-61	76	12
COc1ccc(CN(C)C[C@H]2Oc3ccc(NC(=O)CCCCCC(=O)Nc4ccccc4N)cc3C(=O)N([C@H](C)CO)C[C@H]2C)cc1	2.0	-41	.	-5
COC(=O)C[C@H]1CC[C@@H](NC(=O)Nc2ccc(C(F)(F)F)cc2)[C@H](CO)O1	-3.7	0	6	-5
C[C@@H]1CN([C@H](C)CO)C(=O)c2cccc(NC(=O)c3nc4ccccc4s3)c2O[C@H]1CN(C)Cc1ccc(-c2ccccc2)cc1	-1.9	-40	16	0
CCCN(C)C[C@@H]1Oc2cc(C#Cc3ccccc3OC)ccc2S(=O)(=O)N([C@@H](C)CO)C[C@@H]1C	0.0	-39	50	11
C[C@H](CO)N1C[C@H](C)[C@@H](CN(C)C(=O)Nc2ccc3c(c2)OCO3)Oc2ccc(NC(=O)Nc3ccc(F)cc3)cc2CC1=O	0.7	-68	-1	-10
CN1C(=O)c2cc(NC(=O)Cc3ccccc3)ccc2OC[C@@H]2O[C@@H](CC(=O)NCc3ccc(Cl)cc3)CC[C@@H]21	-3.6	-22	52	25
C[C@H]1CCCCO[C@H](CN(C)C(=O)c2ccccc2)[C@@H](C)CN([C@@H](C)CO)C(=O)c2cc(NS(=O)(=O)c3ccccc3)ccc2O1	-1.6	-29	-6	.
COc1ccccc1-c1cnc2c(c1)C(=O)N([C@@H](C)CO)C[C@@H](C)[C@H](CN(C)Cc1ccncc1)O2	4.6	-43	25	0
O=C(NC[C@H]1[C@@H](c2ccccc2)[C@@H](CO)N1CC1CCCC1)c1cccnc1	-2.4	-1	26	18
CO[C@@H]1CN(C)C(=O)c2cc(NS(C)(=O)=O)ccc2OC[C@H](C)N(Cc2ccccn2)C[C@@H]1C	-1.2	.	29	.
CCCN1[C@@H]2c3ccc(-c4ccccc4F)c(=O)n3C[C@@H]2[C@@H](CO)[C@@H]1C(=O)N1CCOCC1	0.3	-3	81	3
CN(C)C(=O)C[C@@H]1CC[C@@H]2[C@@H](COc3ccc(NC(=O)C4CCC4)cc3C(=O)N2C)O1	0.5	2	.	-5
C[C@@H]1CN([C@@H](C)CO)S(=O)(=O)c2ccc(C3=CCCCC3)cc2O[C@H]1CN(C)C(=O)C1CCOCC1	4.6	-4	.	-3
COc1ccc(CN(C)C[C@H]2Oc3ccc(NC(=O)Cn4cnnn4)cc3CC(=O)N([C@@H](C)CO)C[C@@H]2C)cc1	-0.4	9	38	-3
C[C@@H]1CN([C@H](C)CO)C(=O)c2cc(NC(=O)Nc3ccccc3)ccc2O[C@@H](C)CCCCO[C@H]1CN(C)C(=O)c1ccccc1	-0.1	-59	.	.
C[C@@H]1CN([C@H](C)CO)C(=O)c2cc(NC(=O)Cn3cnnn3)ccc2O[C@@H]1CN(C)CC1CCCCC1	-0.8	32	28	0
CC(=O)N1CC2(C1)[C@H](c1ccc(-c3cccc(F)c3)cc1)[C@@H](CO)N2CC1CCCC1	-1.3	-49	.	-4
O=C(Cc1ccccn1)NCC[C@@H]1CC[C@@H](NS(=O)(=O)c2ccc(Cl)cc2)[C@H](CO)O1	1.8	-8	9	-1
CCCNC(=O)N[C@H]1CC[C@H](CC(=O)NC2CCC2)O[C@H]1CO	0.2	-4	21	.
O=C(C[C@H]1C=C[C@@H](NC(=O)CC2CC2)[C@@H](CO)O1)NCC(F)(F)F	-1.3	-15	51	6
